Source: PubChem BioAssay (Sanford-Burnham Center for Chemical Genomics)
MT1-MMP act inh: MT1-MMP (human) activation inhibition. P50281. GFP/RFP ratio change, % at 20 µM. HT1080 RFP-PRO-GFP cells, GFP/RFP ratio fluorescence, overnight; percent of plate control window, DMSO zero. actives 0.061% (n = 360,000);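 active means GFP/RFP ratio change of at least 30% with cell ATP level not reduced by more than half and red fluorescence within 50% of control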; further: strong numbers were not always called active
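system = RFP-PRO-GFP reporter HT1080 cells | dosing = 20 µM single dose, 1% DMSO | timing = overnight cell settling, then overnight compound exposure, 37 °C, 5% CO2 | read-out basis = GFP/RFP fluorescence ratio | controls = DMSO and RFP-L50D-GFP cell wells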
LMPTP block: LMPTP (human) inhibition | P24666 | recombinant LMPTP-A, OMFP fluorogenic substrate, fluorescence intensity | inhibition, % at 20 µM | actives 0.22% (n = 360,000);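 active means compounds that cut the enzyme signal by at least half of the control window in the single-dose screen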;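 further: plate controls were DMSO wells with enzyme plus substrate for no effect and substrate without enzyme for full effect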
Target sequence (P24666 whole entry, looked up): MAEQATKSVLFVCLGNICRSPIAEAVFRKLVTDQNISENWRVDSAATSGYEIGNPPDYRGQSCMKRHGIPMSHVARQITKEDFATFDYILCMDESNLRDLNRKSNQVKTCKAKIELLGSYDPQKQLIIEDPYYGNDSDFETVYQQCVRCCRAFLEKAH
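Assay system: LMPTP-A, protein tyrosine phosphatase of low molecular weight / Medium: pH 6.0 Bis-Tris buffer with DTT and Triton X-100 / Schedule: 50 min enzyme reaction at room temperature, protected from light / Measured by: endpoint fluorescence intensity from OMFP dephosphorylation / Read-out basis: % inhibition relative to no-enzyme and uninhibited control wells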
STEP inh: STEP (human) phosphatase inhibition; P54829; recombinant STEP, OMFP fluorogenic substrate, fluorescence; inhibition, % at 20 µM; actives 0.25% (n = 360,000); AID 588621;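 active means inhibition at 20 µM, scaled per plate between control wells, above about 37%, limit read from the data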;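 further: 0% = DMSO with enzyme and substrate and 100% = substrate only without enzyme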
Target sequence (P54829 whole entry, looked up): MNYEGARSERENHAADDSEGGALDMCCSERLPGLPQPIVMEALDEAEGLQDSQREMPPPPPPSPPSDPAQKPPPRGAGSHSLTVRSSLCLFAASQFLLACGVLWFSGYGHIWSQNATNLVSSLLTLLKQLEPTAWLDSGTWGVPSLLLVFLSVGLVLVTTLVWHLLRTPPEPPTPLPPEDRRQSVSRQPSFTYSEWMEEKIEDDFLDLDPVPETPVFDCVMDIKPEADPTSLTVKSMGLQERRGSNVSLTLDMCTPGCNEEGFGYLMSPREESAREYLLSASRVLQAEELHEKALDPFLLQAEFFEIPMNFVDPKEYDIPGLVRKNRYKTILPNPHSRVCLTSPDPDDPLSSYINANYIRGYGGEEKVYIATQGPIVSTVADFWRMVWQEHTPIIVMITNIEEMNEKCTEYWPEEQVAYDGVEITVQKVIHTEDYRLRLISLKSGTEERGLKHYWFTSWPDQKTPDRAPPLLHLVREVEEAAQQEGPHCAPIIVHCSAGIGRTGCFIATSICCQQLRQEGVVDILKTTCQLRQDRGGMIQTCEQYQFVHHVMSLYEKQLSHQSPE
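Material: STEP (striatal-enriched tyrosine phosphatase) enzyme, cell-free | Medium: 50 mM Bis-Tris pH 6.0 with 2.5 mM DTT and 0.005% Tween 20 | Read-out: Percent inhibition scaled to no-enzyme and uninhibited-enzyme controls, plate-pattern corrected | Signal: Fluorescence read at 480 nm ex / 540 nm em | Times: 20 min reaction, room temperature, in the dark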
NadD inh: NadD (S. aureus) enzyme inhibition | actives 0.78% (n = 360,000) | AID 602399 | inhibition, % at 20 µM | purified NadD enzyme, colorimetric absorbance read-out; in the data active means inhibition above about 26%; further: some compounds past the cut are filed as inactive
Scp-1 inhibitor: inhibitors of human Scp-1 phosphatase. Q9GZU7. Recombinant Scp1, phosphopeptide, malachite green phosphate absorbance. inhibition, % at 20 µM. actives 0.88% (n = 340,000). AID 493091;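 active means inhibition above about 50% at 20 µM, limit read from the data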;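 further: plate controls were DMSO wells with enzyme for no effect and wells lacking enzyme for full effect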
Target sequence (Q9GZU7 76-261 limits assumed): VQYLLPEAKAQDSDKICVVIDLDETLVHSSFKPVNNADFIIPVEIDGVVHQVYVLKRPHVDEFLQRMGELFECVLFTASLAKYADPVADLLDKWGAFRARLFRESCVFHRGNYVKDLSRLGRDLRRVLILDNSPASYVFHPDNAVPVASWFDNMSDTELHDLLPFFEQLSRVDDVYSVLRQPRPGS
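Incubation: 45 min enzyme reaction at room temperature / System: truncated SCP-1 phosphatase (76-261aa) / Reagent: Phospho 17-mer peptide substrate / Buffer or medium: Acidic Tris acetate buffer with magnesium and detergent / Signal: absorbance at 630 nm / Doses: one concentration, 20 µM, with 1.0% DMSO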
DNMT1 block: inhibitors of human DNMT1. DNMT1 molecular beacon, Hinp1I cleavage, fluorescence. inhibition (reported as % activation of signal), % at 10 µM. actives 0.83% (n = 360,000). AID 588458; in the data active means inhibition above about 50%
Rpn11 block: Rpn11 (human) deubiquitinase inhibition; human 26S proteasome, Ub4-pepOG fluorescence polarization; 20S core pre-blocked with epoxomicin; calls only at 20 µM; actives 0.59% (n = 360,000); AID 588493;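 active means inhibition at 20 µM, scaled to each plate's controls, above about 33%, limit read from the data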
SKN-1 block: blocks SKN-1 activity in C. elegans | C. elegans VP596 Pgst-4::GFP/RFP ratio, acrylamide-induced, 24 h | inhibition, % at 21.8 µM | actives 0.49% (n = 360,000) | AID 624304;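 active means interference check ratio from 0.5 to 1.5 plus GFP to RFP signal ratio inhibition reaching or exceeding a fixed threshold, cut at about 30% in these data, passing the limit was not always enough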; further: some compounds called inactive have numbers as strong as hits
CendR NRP1 mod: NRP-1/CendR interaction modulation | O14786 | inhibition, % at 25 µM | AID 602438 | FAM-RPARPAR peptide binding to NRP-1, fluorescence polarization | actives 0.85% (n = 360,000);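 active means inhibition or corrected inhibition above about 18%, plus a signal ratio from 0.5 to 1.5, limit read from the data, passing the limit was not always enough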; further: strong numbers were not always called active
SUMO1 PPI mod: alters human SUMO1 binding to SIM partners. P63165. SUMO1 binding to a labelled peptide, TR-FRET, 1 h. inhibition, % at 20 µM. actives 0.33% (n = 360,000). AID 602429; in the data active means inhibition above about 37%
Target sequence (P63165 whole entry, looked up): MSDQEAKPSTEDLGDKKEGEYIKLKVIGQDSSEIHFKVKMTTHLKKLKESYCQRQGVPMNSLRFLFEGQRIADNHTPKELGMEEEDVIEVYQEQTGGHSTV
Starred values were filed as active, the others as inactive; i = inactive; . = not tested or not shown.

nr	SMILES	Scp-1 inhibitor	DNMT1 block	CendR NRP1 mod	MT1-MMP act inh	SKN-1 block	Rpn11 block	LMPTP block	NadD inh	SUMO1 PPI mod	STEP inh
1	O=C(NCc1ccco1)C1CCCN1S(=O)(=O)c1ccccc1C(F)(F)F (stereo not drawn)	9.1	-3.4	-13.5	-5.2	-11.0	i	0.8	-5.4	0.4	-0.2
2	CC(C)(C)NCc1cccn1-c1sc2c(c1C#N)CCCC2	-14.3	1.5	2.2	4.6	-4.7	i	-1.4	-1.4	1.0	0.4
3	O=C(Nc1ccc2c(c1)Cc1ccccc1-2)c1ccco1	-5.5	-4.4	-1.0	9.5	71.9*	i	0.2	-1.7	-2.2	0.9
4	Cc1ccccc1OCC(=O)N/N=C1\CCOc2c(C)cccc21	-0.3	0.6	6.0	0.8	1.2	i	0.4	-4.9	0.1	-2.5
5	O=C(COC(=O)C1CC(=O)N(c2ccccc2)C1)c1ccccc1 (stereo not drawn)	-0.4	0.3	-2.7	0.9	-8.6	i	0.4	-6.6	0.1	-3.2
6	CCCN=C1CC(C)(C)CC(=O)/C1=C(/O)CCC	-7.0	-0.5	-4.2	3.1	4.0	i	0.4	-2.1	-0.9	-0.7
7	COc1ccc(OC)c(/C=N/NC(=O)c2ccc(N(C)S(=O)(=O)c3ccccc3)cc2)c1	-3.9	0.0	0.5	-0.1	3.0	i	3.5	5.5	-5.0	0.7
8	CC(C)(C)NC(=O)C(c1ccc(F)cc1)N(Cc1ccccc1Cl)C(=O)c1ccn[nH]1 (stereo not drawn)	-6.0	-2.3	-0.6	-2.8	4.6	i	-0.6	-1.1	4.9	-1.9
9	CN(C(=O)COC(=O)c1cc(-c2ccco2)nc2ccccc12)C1CCS(=O)(=O)C1 (stereo not drawn)	88.8*	92.3*	-19.2	-7.3	8.4	i	66.6*	87.6*	105.2*	64.5*
10	CCc1ccc(NC(=O)C(=S)NC2CCCCC2)cc1	-8.9	3.3	-2.1	-5.0	10.3	i	1.3	-4.7	-2.7	-2.7
11	CN(C)c1oc(-c2ccccc2)nc1C#N	2.3	-4.4	9.0	0.9	13.7	i	-0.3	-12.6	-2.9	2.5
12	CC(Oc1cc2oc(=O)c3c(c2cc1Cl)CCC3)C(=O)NCCCN1CCOCC1 (stereo not drawn)	-7.5	-0.2	-5.9	5.3	-1.2	i	0.4	-2.7	-6.7	3.2

Remaining list, next part:
nr	SMILES	Scp-1 inhibitor	DNMT1 block	CendR NRP1 mod	MT1-MMP act inh	SKN-1 block	Rpn11 block	LMPTP block	NadD inh	SUMO1 PPI mod	STEP inh
13	Cc1cc(C(=O)CSc2nc(N)cc(N)n2)c(C)n1C1CC1	-4.4	-15.6	-7.8	-3.1	5.0	i	3.7	1.5	4.9	0.6
14	CC(=O)c1ccc([N+](=O)[O-])cc1	5.7	-0.5	-21.6	-0.4	1.9	i	-1.3	3.0	-36.3	0.2
15	COCCNC(=O)C1CCC(CNS(=O)(=O)c2ccc3c(c2)CC(C)N3C(=O)C2CC2)CC1 (stereo not drawn)	-4.0	2.0	-7.2	1.0	4.6	i	-0.8	-0.7	2.1	0.1
16	O=C(CSc1nccc(-c2cccs2)n1)Nc1cccc(Cl)c1	-4.2	4.7	-9.1	5.3	16.3	i	3.0	-3.4	-13.6	-2.2
17	O=C(Nc1ccc(C(=O)N2CCOCC2)cc1)c1cc(-c2cccnc2)nc2ccc(Br)cc12	-3.9	-14.2	17.7	-3.2	5.4	i	0.1	-5.4	-14.3	-3.3
18	Cc1ccc(NC(=O)CCNC(=O)c2ccc([N+](=O)[O-])cc2)cc1C	-10.6	0.3	0.5	2.2	2.4	i	-1.1	-6.0	-27.4	0.3
19	Cc1ccccc1NC(=O)CSc1nccn1Cc1ccco1	.	8.4	-13.9	-0.7	-2.5	i	-0.9	-4.7	5.8	-7.4
20	C=C(C)Cc1c(C)c(C#N)c2nc3ccccc3n2c1NCCCN(C)C	-0.4	4.6	-2.8	2.0	-14.3	i	-1.5	-6.1	-12.7	-1.2
21	CC(=O)c1cc(F)c(N2CCN(C(=O)Cc3ccccc3)CC2)cc1C	-7.0	-5.4	8.3	6.5	-10.7	i	-1.3	-5.9	0.2	0.5
22	CN(C)c1ccc(/C=C/c2cccc[n+]2[O-])cc1	-6.6	4.3	-43.3	-7.7	18.0	i	-1.5	2.4	-15.8	0.4
23	COc1cccc(C(=O)Nc2ccc(S(=O)(=O)Nc3cc(C)nc(C)n3)cc2)c1	-4.0	-0.6	-1.6	2.4	6.4	i	-0.5	-0.1	-0.1	-2.7
24	O=C(NCC(=O)N1CCC2(CC1)NCCc1[nH]cnc12)c1cccc(Cl)c1	-6.5	-0.8	-6.0	-0.3	19.2	i	0.6	4.9	5.7	-0.8

Whole records, looked up by structure.
Entry for O=C(NCC(=O)N1CCC2(CC1)NCCc1[nH]cnc12)c1cccc(Cl)c1 → Scp-1 inhibitor: -6.5; DNMT1 block: -0.8; CendR NRP1 mod: -6.0; MT1-MMP act inh: -0.3; SKN-1 block: 19.2; Rpn11 block: i; LMPTP block: 0.6; NadD inh: 4.9; SUMO1 PPI mod: 5.7; STEP inh: -0.8
Entry for Cc1cc(C(=O)CSc2nc(N)cc(N)n2)c(C)n1C1CC1 → Scp-1 inhibitor: -4.4; DNMT1 block: -15.6; CendR NRP1 mod: -7.8; MT1-MMP act inh: -3.1; SKN-1 block: 5.0; Rpn11 block: i; LMPTP block: 3.7; NadD inh: 1.5; SUMO1 PPI mod: 4.9; STEP inh: 0.6

Later entries.
nr	SMILES	Scp-1 inhibitor	DNMT1 block	CendR NRP1 mod	MT1-MMP act inh	SKN-1 block	Rpn11 block	LMPTP block	NadD inh	SUMO1 PPI mod	STEP inh
25	CC(=O)Nc1ccc(NC(=O)CSc2ccc3nnc(CCNC(=O)c4ccccc4)n3n2)cc1	-9.0	1.0	7.4	-5.1	-10.7	i	-0.5	-0.4	30.1	0.2
26	CCCCNC(=O)CSc1nc2ccccc2n1S(=O)(=O)c1ccc(Br)cc1	-7.3	13.1	4.6	2.4	-4.5	i	-0.7	-2.3	0.7	2.0
27	Cc1cccc(S(=O)(=O)NCCc2ccccc2)c1	3.9	8.3	-2.0	2.9	-5.7	i	1.3	-1.5	-5.4	-0.9
28	Cc1ccc(C(=O)NC2CC(C)(C)NC(C)(C)C2)cc1	28.0	0.8	0.1	3.6	-10.7	i	-2.1	-8.6	3.4	1.5
29	CCN(CC)Cc1c(C(=O)OC)nnn1-c1nonc1N	-9.3	3.1	10.4	1.5	-8.2	i	-1.0	-2.1	-2.9	-4.8
30	CCC(c1nnnn1C(C)(C)CC)N(CCCO)Cc1cc2cc(C)cc(C)c2[nH]c1=O (stereo not drawn)	-1.2	-2.8	-1.8	1.7	-18.9	i	-2.3	-0.4	-5.0	-2.3
31	COc1ccc2[nH]c(C)c(-c3csc(N)n3)c2c1	-1.2	81.9*	-7.6	6.7	-3.6	i	-0.9	1.9	5.6	1.5
32	O=C(COC(=O)C1CC1)Nc1c(Cl)cccc1C(F)(F)F	-2.3	0.7	-3.8	0.7	2.9	i	-1.4	1.8	4.2	0.8
33	O=C(NCc1ccccc1)c1cccc(S(=O)(=O)N2CCOCC2)c1	-4.2	1.4	-9.6	0.4	12.8	i	-1.7	-1.3	2.5	-2.0
34	O=C(Cn1ncc2c(=O)oc3ccccc3c21)N1CCCN(Cc2ccccc2F)C1	-11.2	-5.3	-2.4	0.2	-10.0	i	-1.5	3.3	-2.1	-0.6
35	Cc1cc(C)n2cc(CSc3nnc(-c4ccccc4)o3)nc2n1	79.6*	3.0	2.3	0.7	-20.4	i	-0.9	-0.3	-2.5	0.4
36	Cc1c(C(=O)N/N=C/c2ccncc2)no[n+]1[O-]	-1.4	0.0	7.0	-0.7	-1.5	i	-0.1	-2.7	-10.4	-3.3

Following part.
nr	SMILES	Scp-1 inhibitor	DNMT1 block	CendR NRP1 mod	MT1-MMP act inh	SKN-1 block	Rpn11 block	LMPTP block	NadD inh	SUMO1 PPI mod	STEP inh
37	O=c1[nH]cc(S(=O)(=O)N2CCOCC2)c(=O)[nH]1	-0.8	3.0	-2.6	1.8	1.9	i	0.1	-1.1	0.9	-1.6
38	COCc1nnc(NC(=O)C(C)C)s1	-1.9	0.8	25.7*	6.0	18.1	i	-1.2	2.6	7.6	1.3
39	Cc1ccc(S(=O)(=O)N2CCOCC2)cc1NC(=O)COC(=O)c1ccc(Br)o1	4.8	0.0	4.8	4.5	3.4	i	0.0	-7.0	-2.6	-2.7
40	CCCn1nnnc1NCc1c(F)cccc1Cl	1.2	-2.4	-6.3	2.3	-1.2	i	-1.7	2.6	0.0	2.4
41	O=C(NCCN1CCCC1)c1ccc(CS(=O)(=O)c2c(Cl)cccc2Cl)o1	-8.0	1.6	-18.8	-0.8	12.5	i	13.7	1.1	-11.5	-0.3
42	O=C1NC(=S)NC1=Cc1ccccc1O	-13.2	-0.8	-76.8	-115.8	23.9	i	-10.2	1.3	-37.7	-3.3
43	N/C(=N\OC(=O)c1ccc(Br)cc1)c1ccncc1	-5.6	3.2	1.9	2.1	23.9	i	-0.7	0.7	2.2	0.7
44	COc1ccc(C(O)c2nc(-c3ccccc3)cs2)cc1 (stereo not drawn)	.	-2.6	3.0	3.8	20.7	i	-0.1	-5.7	1.1	-0.3
45	Cc1ccc(CCNC(=O)C2CC(c3ccc(C(F)(F)F)cc3)=NO2)cc1 (stereo not drawn)	0.6	10.7	12.6	3.4	-8.2	i	-0.3	-5.2	4.7	0.9
46	Cc1cccc(N=Nc2c(C)c(C#N)c(O)[nH]c2=O)c1	-2.5	-6.6	8.8	-91.7	29.3	.	1.5	7.9	-17.0	-4.5
47	O=C(COC(=O)c1ccc2ccccc2n1)NCc1ccccc1	-3.0	0.8	-7.9	-2.4	-7.0	i	-1.5	-0.8	-0.9	-2.6
